Screening data: PubChem, Southern Research Specialized Biocontainment Screening Center
VEEV TC-83 Vero: inhibitors of VEEV TC-83 cytopathic effect, confirmation, Vero cells (AID 588727) | Vero cells, VEEV TC-83 cytopathic effect inhibition; higher % means a stronger effect | inhibition, % at 20 µM, or IC50 in µM where a hit was titrated | 0.13% of 350,000 active; in the data active means a potency from the dose series; inconclusive means inhibition mostly from about 14% at the one dose, without a potency; inactive means the rest, 99 in 100 with inhibition below about 12%; further: strong numbers were not always called active
H1N1 NS1A inhibition: NS1A inhibition, H1N1 influenza, cell based functional assay (AID 504329). NS1A functional cell-based assay, percent inhibition; higher % means a stronger effect. inhibition, % at 12.5 µM, or IC50 in µM where a hit was titrated. 0.3% of 340,000 active; in the data active means a potency from the dose series; inconclusive means inhibition above about 27% without an active follow-up result; further: strong numbers were not always called active
M. tuberculosis: growth inhibition of non-replicating M. tuberculosis (AID 488890); Mycobacterium tuberculosis non-replicating, growth inhibition; higher % means a stronger effect; inhibition, % at 25 µM, or IC50 in µM where a hit was titrated; 0.39% of 320,000 active; in the data active means a potency from the dose series; inconclusive means inhibition mostly from about 82% at the one dose, without a potency; inactive means the rest, 99 in 100 with inhibition below about 76%;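 further: plate controls were DMSO cells for no effect and high antibiotic wells for full effect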
PhoP GFP inhibition: PhoP regulon inhibitors, Salmonella typhi PhoP promoter GFP reporter, confirmatory (AID 1850); Salmonella Typhi PhoP-promoter GFP reporter, fluorescence, 4 h; higher % means a stronger effect; inhibition, % at 50 µM; hits with a dose series show IC50 in µM; 0.33% of 310,000 active; in the data active means a potency from the dose series; inconclusive means inhibition mostly from about 25% at the one dose, without a potency; inactive means the rest, 99 in 100 with inhibition below about 19%;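 further: 0% = induced wells with vehicle and 100% = uninduced wells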
H37Rv inhibition: M. tuberculosis growth inhibition, HTS (AID 449762); M. tuberculosis H37Rv growth inhibition, 7H9 media; higher % means a stronger effect; inhibition, % at 25 µM, or IC50 in µM where a hit was titrated; 0.59% of 330,000 active; in the data active means a potency from the dose series; inconclusive means inhibition above about 70% without an active follow-up result;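 further: bacterial growth assessed after seven days of incubation; strong numbers were not always called active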
VEEV TC-83 Vero 10K pilot screen: second read-out of VEEV TC-83 Vero, no call of its own (marks repeat the call); inhibition, %; measured here: 10K pilot screen inhibition
* hit, by the source's call; i = inactive; ? = inconclusive; / = no result given.

SMILES	VEEV TC-83 Vero	H1N1 NS1A inhibition	M. tuberculosis	PhoP GFP inhibition	H37Rv inhibition	others
CCOC(=O)C1CCCN(C(=O)c2cc(=O)c3ccccc3o2)C1 (centres undefined)	6.3%	3.8%	0.3%	0.0%	3.0%
CCN(CC)c1ccc(NC(=O)c2cccc(OC)c2)c(C)c1	2.3%	8.1%	-4.8%	-11.3%	-3.0%	VEEV TC-83 Vero 10K pilot screen=4.3
CC(=O)Nc1ccc(C(=O)N/N=C/c2ccccc2OCc2ccccc2)cc1	9.1%	0.8%	8.9%	0.3%	-4.0%
Cc1ccnc(NC(=O)c2cccc(S(=O)(=O)N3CCOCC3)c2)c1	9.8%	-7.5%	1.2%	11.3%	-4.8%
CC(OC(=O)CC(C)c1ccccc1)C(=O)Nc1ccc(Cl)cn1 (centres undefined)	7.7%	-7.5%	/	/	/
Cc1c2cccn2cc[n+]1C	i	3.6%	-15.9%	-4.0%	-4.1%
CCOc1cc(/C=N/N=C(\N)c2nonc2N)cc(Br)c1OCc1cccc2ccccc12	11.7%	-0.9%	-2.4%	-4.3%	-1.9%
O=C(Nc1ccccc1C(=O)N1CCOCC1)c1ccc(CSc2ccccc2)cc1	3.9%	-8.9%	34.1%	-1.5%	0.1%
Oc1ccc(/C(Cc2ccc3ccccc3n2)=N\Nc2ccccc2)c(O)c1	10.3%	7.7%	5.8%	1.3%	0.3%
COc1cc(SC)ccc1C(=O)OCC(=O)NC1CCCCC1	1.4%	-0.3%	8.7%	-3.0%	-4.2%
C[C@H](NC(=O)c1ccccc1)C(=O)OCC(=O)Nc1ccc2c(c1)OCO2	0.2%	-12.0%	12.7%	/	-3.8%
CCN1CCC(=NNC(=O)CC23CC4CC(CC(C4)C2)C3)CC1	i	1.6%	3.3%	-1.4%	0.1%
CCCCOc1ccc(CNC(=O)NS(=O)(=O)c2ccc(OCC(C)C)cc2)cc1	0.1%	1.9%	-5.5%	-8.0%	-15.2%
O=C(CN1C2CCCC1CC(NC(=O)c1ccccc1)C2)Nc1nccs1 (centres undefined)	6.7%	-10.6%	25.4%	-5.0%	0.7%
CCN(CC(=O)NCc1cccs1)C(=O)c1ccc(S(=O)(=O)Nc2ccccc2)cc1	2.4%	-10.3%	3.9%	11.9%	-2.6%
Cc1csc(=O)n1CCC(=O)OCc1nnc(-c2ccc(Cl)cc2)o1	1.2%	8.4%	/	/	/
Cc1cc2occ(CC(=O)Nc3nnc(C4CC4)s3)c2cc1C	0.7%	-9.1%	-8.1%	-6.6%	0.0%
CCOC(=O)C1CCN(S(=O)(=O)c2ccc(Cl)s2)CC1	i	6.1%	22.8%	-3.0%	0.9%
CC(SCc1ccccc1)C(=O)N/N=C/c1cc2c(cc1Br)OCO2 (centres undefined)	7.2%	2.6%	9.9%	-4.2%	2.4%
O=C(NCCN1CCOCC1)c1ccc2c(c1)N(Cc1ccccc1)CCS2	1.0%	14.1%	-0.7%	-2.3%	-8.9%
Cc1ccc(CNC(=O)CSCC(=O)O)cc1	0.3%	-0.3%	-11.5%	-2.0%	-4.6%
O=C(/C=C/c1ccccc1)OCCN=C1NS(=O)(=O)c2ccccc21	2.0%	14.6%	-1.5%	11.1%	2.6%
Cc1nc(S(=O)(=O)N(C)Cc2ccccc2)c(C#N)c(C)c1Cl	1.3%	9.3%	10.6%	-7.7%	5.3%
CC1(C)CC(=O)C2=C(C1)N(N1CCOCC1)C(N)=C(C#N)C2c1cccnc1 (centres undefined)	5.7%	0.3%	-0.5%	5.1%	0.4%
COc1ccccc1N/C=C/c1onc(C)c1[N+](=O)[O-]	i	-1.0%	-9.4%	-4.8%	10.4%
CC(C)n1cnc2c(N(C)c3ccccc3)nc(N(CCN(C)C)Cc3ccccc3)nc21	0.3%	19.1%	69.1%	-2.4%	?
CCCC(CCC)=NNC(=O)c1ccccc1F	0.1%	2.7%	55.1%	-9.2%	?
Cc1ccccc1C(=O)NNC(=O)c1ccc2nc[nH]c2c1	9.0%	12.7%	8.7%	3.6%	-10.7%
CC(C)N=C1NN=C(c2cccs2)CS1	0.1%	-2.8%	-2.6%	-4.4%	-4.7%
COc1cccc(CNC(=O)Cc2ccc(-c3ccccc3)cc2)c1	2.8%	0.6%	1.1%	4.2%	4.4%

Three compounds already listed, ordered by SMILES length, largest number first:
SMILES	VEEV TC-83 Vero	H1N1 NS1A inhibition	M. tuberculosis	PhoP GFP inhibition	H37Rv inhibition	others
COc1cccc(CNC(=O)Cc2ccc(-c3ccccc3)cc2)c1	2.8%	0.6%	1.1%	4.2%	4.4%
CCCC(CCC)=NNC(=O)c1ccccc1F	0.1%	2.7%	55.1%	-9.2%	?
CC(C)N=C1NN=C(c2cccs2)CS1	0.1%	-2.8%	-2.6%	-4.4%	-4.7%

(cont.)
SMILES	VEEV TC-83 Vero	H1N1 NS1A inhibition	M. tuberculosis	PhoP GFP inhibition	H37Rv inhibition	others
CC1Cc2ccccc2N1C(=O)COc1nc2ccccc2nc1N1CCOCC1 (centres undefined)	1.7%	-12.4%	-6.2%	6.5%	0.5%
Cc1onc(-c2ccccc2Cl)c1C(=O)Nc1ccc(N2CCOCC2)cc1	6.6%	-11.8%	40.0%	5.2%	1.7%
NC(=O)c1ccc(NC(=O)C2COc3ccccc3O2)cc1 (centres undefined)	1.4%	-3.6%	/	0.4%	1.8%
COc1ccc(-c2csc(C3=C(O)CN(Cc4ccc(S(N)(=O)=O)cc4)C3=N)n2)cc1OC	5.0%	-16.3%	3.4%	-4.1%	5.9%
CCOC(=O)C1CCN(C(=O)C2c3ccccc3C(=O)N(C)C2c2ccc(OC)cc2)CC1 (centres undefined)	6.2%	-4.1%	-0.5%	4.5%	-4.8%
CCOC(=O)N1CCN(C(=O)c2cn(CCOC)c(=O)c3c2c2ccccc2n3C)CC1	1.4%	-0.3%	/	-10.3%	/
Cc1ccc(C(=O)CC(C(=O)O)c2cn(CCC#N)c3ccccc23)cc1 (centres undefined)	1.1%	-1.1%	7.1%	2.9%	-1.4%
Cc1cc(=O)oc2c3c(cc(OCC(=O)NCC(=O)N[C@H](C(=O)O)C(C)C)c12)OC(C)(C)CC3	1.8%	-6.3%	-23.2%	-2.8%	-5.4%
Cc1[nH]n(-c2ccccc2)c(=O)c1/C=C1/C=c2ccccc2=N1	1.9%	15.9%	/	/	/
CNC(=O)Nc1ccc2nc(C)oc2c1	i	-1.6%	-6.1%	15.1%	-8.6%
CCCCN1C(=O)N(C)C2NC(=O)NC21 (centres undefined)	1.8%	7.3%	-9.2%	8.4%	-1.2%
Cc1nn(CCCC(=O)Nc2cccnc2)c(C)c1[N+](=O)[O-]	i	-10.2%	-9.4%	7.0%	-0.1%
Cc1cc(C)n2cc(CSc3nnnn3-c3ccc(Cl)cc3)nc2n1	0.8%	5.0%	6.3%	13.0%	1.4%
O=C(COc1ccc(Br)cc1Cl)NC(=O)NC1CCCC1	i	-0.1%	51.7%	/	-4.2%
CCC(C(=O)NC(C)(C)C)N(Cc1ccco1)C(=O)Cn1nnc(-c2ccc(F)cc2)n1 (centres undefined)	1.9%	-1.8%	10.8%	0.1%	0.9%
COc1cccc(NC(=O)COC(=O)c2ccccc2C(=O)N(C)c2ccccc2)c1	2.8%	-7.1%	10.7%	/	-12.8%
O=C(NC1CCCC1)C(c1ccccc1)N(Cc1ccc2c(c1)OCO2)C(=O)Cc1cccs1 (centres undefined)	i	-5.0%	0.3%	-5.2%	5.8%	VEEV TC-83 Vero 10K pilot screen=9.7
CC(CCc1ccccc1)N1CCN(C)CC1 (centres undefined)	i	-2.2%	-0.9%	-4.1%	-7.0%
Cc1cccc(CCNCc2cc3ccc(C)cc3[nH]c2=O)c1	i	17.8%	55.4%	15.9%	4.3%
NC(=O)CC(NSc1ccccc1[N+](=O)[O-])C(=O)O (centres undefined)	0.2%	-7.2%	39.7%	-3.3%	-8.8%
CN(C)c1ccc(C(=S)N2CCN(C(=S)Nc3ccc(Cl)cc3)CC2)cc1	0.4%	-1.5%	-14.7%	7.4%	43.6%
Cc1ccc(C)c(C(C)NC(=O)c2ccncc2)c1 (centres undefined)	i	-10.0%	5.2%	-9.9%	4.3%
COc1ccc2oc(C(=O)N3CCN(S(=O)(=O)c4c(C)c(C)cc(C)c4C)CC3)c(C)c2c1	8.2%	-8.4%	/	/	/
N#Cc1cccc(Oc2ccc(-c3cnc4ccccc4n3)cc2)c1C#N	1.0%	-1.1%	-4.1%	2.2%	13.8%
COCCCNC(=S)NNC(=O)c1cccnc1	1.8%	-5.1%	-18.8%	1.9%	-28.4%
CCOC(=O)Cn1c(=O)oc2cc(S(=O)(=O)NC(C)c3ccccc3)ccc21 (centres undefined)	6.1%	2.3%	-0.8%	-14.5%	-16.6%
O=C(NCCCNC(=O)c1cccs1)c1cccs1	0.6%	7.6%	/	-1.7%	-2.9%
Clc1cccc(CNCCCSc2ncccn2)c1Cl	1.4%	0.4%	39.8%	-1.9%	1.7%
CN1C(=O)CCC2(c3ccccc3)CC=C(O)C=C12 (centres undefined)	1.0%	-20.1%	/	/	/
O=C(NCc1ccc2c(c1)OCO2)c1nnc(Cc2ccc(Cl)cc2)o1	0.2%	6.7%	4.1%	-21.5%	-1.2%
Cc1ccc(N(CC(=O)NC2CCCC2)C(=O)CCC(=O)Nc2nc(C)cs2)cc1	2.6%	2.3%	-17.0%	-2.6%	6.0%
COCCOCCn1c(/C=C/c2ccccc2)nc2ccccc21	i	-9.2%	58.7%	4.5%	25.4%
CNC(=S)NC1CC2CCCC(C1)N2Cc1ccco1 (centres undefined)	i	-12.5%	6.4%	-4.7%	-5.3%
COC(=O)C1CCCN1C(=O)COc1ccc(Br)cc1Cl (centres undefined)	i	1.7%	34.4%	0.5%	-1.3%
CCOC(=O)/C=C/C(=O)OCC(=O)NC(c1ccccc1)c1ccccc1	8.2%	-10.3%	-13.3%	6.4%	-6.5%

Grouped by structure: the entries above with an aryl methoxy group.
SMILES	VEEV TC-83 Vero	H1N1 NS1A inhibition	M. tuberculosis	PhoP GFP inhibition	H37Rv inhibition	others
CCN(CC)c1ccc(NC(=O)c2cccc(OC)c2)c(C)c1	2.3%	8.1%	-4.8%	-11.3%	-3.0%	VEEV TC-83 Vero 10K pilot screen=4.3
COc1cc(SC)ccc1C(=O)OCC(=O)NC1CCCCC1	1.4%	-0.3%	8.7%	-3.0%	-4.2%
COc1ccccc1N/C=C/c1onc(C)c1[N+](=O)[O-]	i	-1.0%	-9.4%	-4.8%	10.4%
COc1cccc(CNC(=O)Cc2ccc(-c3ccccc3)cc2)c1	2.8%	0.6%	1.1%	4.2%	4.4%
COc1ccc(-c2csc(C3=C(O)CN(Cc4ccc(S(N)(=O)=O)cc4)C3=N)n2)cc1OC	5.0%	-16.3%	3.4%	-4.1%	5.9%
CCOC(=O)C1CCN(C(=O)C2c3ccccc3C(=O)N(C)C2c2ccc(OC)cc2)CC1 (centres undefined)	6.2%	-4.1%	-0.5%	4.5%	-4.8%
COc1cccc(NC(=O)COC(=O)c2ccccc2C(=O)N(C)c2ccccc2)c1	2.8%	-7.1%	10.7%	/	-12.8%
COc1ccc2oc(C(=O)N3CCN(S(=O)(=O)c4c(C)c(C)cc(C)c4C)CC3)c(C)c2c1	8.2%	-8.4%	/	/	/
